# HT1080 viability: cytotoxicity in HT1080 fibrosarcoma cells, cell-based, fluorescence readout (AID 620); HT1080 viability, fluorescence; higher % means a stronger effect; actives 0.42% (n = 87,000); cytotoxicity, % at 10 µM, or EC50 in µM where a hit was titrated; in the data active means cytotoxicity above about 50%;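 further: cells exposed to compound overnight then 4 h with Alamar Blue; 0% = vehicle DMSO and 100% = killing control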
# * hit, by the source's call. These rows are one share of the data. The share of hits here may be higher or lower than overall.
SMILES,HT1080 viability
Cc1ccc(C(=O)CSc2nnc(-c3ccccc3N)n2C)cc1C,-10%
COc1ccc(NC(=O)CSc2ncnc3c2cnn3Cc2ccccc2)cc1,-12%
O=C(COC(=O)c1n[nH]c2ccccc12)NCc1ccccc1,16%
Cn1c(=O)c2c(nc(NCC3CCCO3)n2Cc2ccccc2)n(C)c1=O (configuration not stated),2%
Nc1c(C(=O)NCc2ccco2)c2nc3ccccc3nc2n1CCc1ccccc1F,-3%
Cc1cc(=O)[nH]c(-n2[nH]c(C)cc2=O)n1,-6%
Cc1csc(SCC(=O)Nc2cc(S(=O)(=O)N3CCCC3)ccc2Cl)n1,3%
COc1cc(NC(=O)COC(=O)[C@@H]2CCCN2S(=O)(=O)c2ccc(Cl)cc2)cc(OC)c1OC,0%
CCCCN(CC)Cc1ccc(CNC(=O)Nc2ccccc2)o1,-17%
CCOCc1cnc(C)nc1NCC(=O)c1c(C)[nH]c2ccc(OC)cc12,10%
Cc1ccc(C(=O)c2cc3ccccc3o2)cc1,-10%
COc1ccc(N2CCN(C(=O)CSc3nnc(-c4cccnc4)n3-c3ccc(F)cc3)CC2)cc1,0%
CCOC(=O)C1=NNC(C(=O)c2ccccc2)C1c1ccc(OC)cc1 (configuration not stated),-21%
O=C(Nc1ccccc1)c1cccnc1N1CCCC1,3%
CCOC(=O)N1CCC(NC(=O)C(CC(C)C)NC(=O)C2CCC(C)CC2)CC1 (configuration not stated),6%
CC(C)N(C(=O)COC(=O)c1cc(Cl)cc(Cl)c1N)C(C)C,-23%
COC(=O)c1cc(-c2ccccc2)n(CCN)c1C,-2%
CCOC(=O)Cc1csc(NC(=O)CSc2nncn2C)n1,5%
O=C(N/N=C/C=C/c1ccccc1)C1CC1(c1ccccc1)c1ccccc1 (configuration not stated),4%
COc1ccc(C(=O)OCC(=O)Nc2ccc(F)c(F)c2F)cc1OC,-4%
Cc1cc2c(cc1C)CSC(c1ccc3ccccc3c1O)SC2,-8%
c1csc(CN2CCOCC2)c1,-10%
CCOc1ccc(N2CC(C(=O)Nc3ccccc3N3CCOCC3)CC2=O)cc1 (configuration not stated),5%
CCN(CC)C(=O)CNC(=O)Cc1ccc(Cl)cc1,18%
COC(=O)c1ccc(C23CC4(C2)[C@H](CN(Cc2ccc(-c5ccccc5)cc2)[C@@H]4c2ccccc2)C3c2ccccc2)cc1 (some centres not stated),-3%
Cn1c(=O)c2c(nc(Cl)n2Cc2ccc(Cl)c(Cl)c2)n(C)c1=O,-10%
CSc1cccc(NC(=O)C2CCCN2S(=O)(=O)c2ccc(Br)s2)c1 (configuration not stated),-14%
COCCCNC(=O)c1cn(CC(C)C)c(=O)c2c1c1ccccc1n2C,2%
CC(C)OCCCN1CN(S(=O)(=O)c2cccc(Cl)c2)c2nc3ccccc3nc21,-27%
Cc1nc2c(C#N)c(C)[nH]n2c(=O)c1Cc1ccccc1,16%

# The final six entries of the section before lead into the next:
SMILES,HT1080 viability
COC(=O)c1ccc(C23CC4(C2)[C@H](CN(Cc2ccc(-c5ccccc5)cc2)[C@@H]4c2ccccc2)C3c2ccccc2)cc1 (some centres not stated),-3%
Cn1c(=O)c2c(nc(Cl)n2Cc2ccc(Cl)c(Cl)c2)n(C)c1=O,-10%
CSc1cccc(NC(=O)C2CCCN2S(=O)(=O)c2ccc(Br)s2)c1 (configuration not stated),-14%
COCCCNC(=O)c1cn(CC(C)C)c(=O)c2c1c1ccccc1n2C,2%
CC(C)OCCCN1CN(S(=O)(=O)c2cccc(Cl)c2)c2nc3ccccc3nc21,-27%
Cc1nc2c(C#N)c(C)[nH]n2c(=O)c1Cc1ccccc1,16%
Cc1cc(C(=O)OC(C)C(=O)Nc2cccc(S(=O)(=O)N3CCOCC3)c2)c(C)o1 (configuration not stated),12%
COC(=O)Nc1ccc(S(=O)(=O)n2cnc3ccccc32)cc1,1%
CCC(C)NC(=O)C1CCCN1S(=O)(=O)c1ccc(Cl)cc1 (configuration not stated),-3%
O=C(COc1ccc(Br)cc1)N1CCOCC1,-5%
Cc1ccc(SCCC(=O)Nc2cccc(N(C)S(C)(=O)=O)c2)cc1,0%
COc1ccccc1C(CC(N)=O)c1ccco1 (configuration not stated),-8%
CC(C)(C)c1ccc(C(=O)OCCNC(=O)c2c(Cl)nc3ccccn23)cc1,0%
CN(C)S(=O)(=O)c1cccc(-c2cn3cc(Cl)ccc3n2)c1,8%
Cc1cc(C)c(NS(=O)(=O)c2ccc(Cl)c(C(=O)O)c2)c(C)c1,-8%
Cc1cccc(-c2noc(CSc3ccccc3)n2)c1,12%
COC(=O)c1cccnc1NC(=S)NNC(=O)c1ccccc1,4%
Cc1c(NC(=O)OC(C)C)sc(=S)n1C,6%
CC(C)NC(=O)c1ccc(N2CCOCC2)nc1,10%
CC(C)Nc1nnc(SCC(=O)c2c(N)n(Cc3ccccc3)c(=O)n(C)c2=O)s1,-8%
CCC1CC2CC(NC(C)=O)C1C2 (configuration not stated),-4%
CN1CCN(C(=O)C2(NC(=O)Nc3ccccc3Cl)CCCCC2)CC1,-2%
CN(C)C(=O)c1cnc(Sc2ncc(C(F)(F)F)cc2Cl)n1C,12%
CCN1C(=O)c2cccc3c(NC(=O)c4ccccc4)ccc1c23,3%
CC(C)NC(=O)/C(=N\O)c1ccccc1,-6%
COCCn1c(SCC(=O)Nc2cccc(S(N)(=O)=O)c2)nc2ccccc21,2%
CCn1c(=O)cc(SCC(=O)N2CCN(c3ccccc3F)CC2)c2ccccc21,-8%
O=C(CCCOc1ccc(Cl)cc1Cl)NCC1CCCO1 (configuration not stated),-3%
CCOC(=O)C(C(=O)Nc1ccc(C)cc1)C1CCCCC1 (configuration not stated),-10%
Cc1cc(N)n2ncc(-c3ccc(F)cc3)c2n1,8%
Cc1cccc(NC(=O)c2cc3n(n2)C(C(F)(F)F)CC(C2CC2)N3)c1C (configuration not stated),-8%
CCOc1cc(Br)c(C(=O)O)cc1OC,27%
CC(C)CNC(=O)CSc1ccc(Cl)cc1,-6%
NC(=O)c1ccccc1OCC(=O)NC12CC3CC(CC(C3)C1)C2,3%
CCN(CC)c1ccc(NC(=O)c2cc(Cl)ccc2OC)cc1,-16%
O=C1c2ccccc2NC(c2c(Cl)cccc2Cl)N1Cc1ccccc1 (configuration not stated),-11%
Cc1ccc(SCC(=O)N2CCc3ccccc32)cc1,3%
CCn1c(SCC(=O)c2cc(C)n(C)c2C)nnc1-c1ccccc1,15%
CC(=O)c1c(C(C)=O)c(C)n(-c2nc(-c3ccc(C)c(C)c3)c(C)s2)c1C,-4%
CCOC(=O)c1cnc2nc(NCc3ccc(OCc4ccccc4)cc3)[nH]n2c1=O,3%
CCOC(=O)N1CCN(C(=O)C(CC(C)C)NS(=O)(=O)c2ccc3c(c2)oc(=O)n3C)CC1 (configuration not stated),-2%
COc1ccc(C2(CNC(=O)C(c3ccccc3)c3ccccc3)CCOCC2)cc1OC,8%
Cc1ccccc1CSc1nsc(N)n1,15%
CCOc1ccc(NC(=O)NCCCSC2CCCCC2)cc1,4%
Cc1ccccc1NC(=S)C1=C(O)c2sccc2N(C)S1(=O)=O,9%
O=C(/C=C/c1ccccc1)NC(=S)NNC(=O)Cc1cccs1,-2%
Cc1noc(C)c1C(=O)OCC(=O)NC(c1ccccc1)c1ccccc1,-5%
CCc1ccc2[nH]c3nc(SCc4nnc(-c5ccc(C)cc5)o4)nnc3c2c1,-2%
CC[C@H](C)[C@H](NC(=O)c1ccc(Cl)cc1)C(=O)OCC(=O)c1ccc2c(c1)NC(=O)CO2,17%
CC(=O)Nc1ccc(S(=O)(=O)NCCC(=O)NCCc2ccc(F)cc2)cc1,-5%
c1ccc(CSc2ncnc3c2cnn3Cc2ccccc2)cc1,-11%

# Ordered by count of non-hydrogen atoms (smallest number first): seven of the compounds above.
SMILES,HT1080 viability
Cc1ccc(SCC(=O)N2CCc3ccccc32)cc1,3%
CCOc1ccc(NC(=O)NCCCSC2CCCCC2)cc1,4%
c1ccc(CSc2ncnc3c2cnn3Cc2ccccc2)cc1,-11%
CCn1c(SCC(=O)c2cc(C)n(C)c2C)nnc1-c1ccccc1,15%
Cc1noc(C)c1C(=O)OCC(=O)NC(c1ccccc1)c1ccccc1,-5%
CC[C@H](C)[C@H](NC(=O)c1ccc(Cl)cc1)C(=O)OCC(=O)c1ccc2c(c1)NC(=O)CO2,17%
CCOC(=O)N1CCN(C(=O)C(CC(C)C)NS(=O)(=O)c2ccc3c(c2)oc(=O)n3C)CC1 (configuration not stated),-2%

# New compounds follow.
SMILES,HT1080 viability
Cc1ccc(N2C(=O)C(Cl)=C(NCc3ccccc3)C2=O)c(C)c1,-3%
COc1cc(/C=N/NC(=O)/C(=C\c2ccc([N+](=O)[O-])cc2)NC(=O)c2ccccc2)cc(OC)c1O,10%
Cc1ccc(N2CCN(C(=O)N3CCCC3)CC2)cc1C,0%
Nc1nc(C2CCCCC2)cs1,-13%
Cc1cc2c(c(=O)n1Cc1ccco1)C(c1ccccc1)C(C#N)=C(N)O2 (configuration not stated),2%
CCOC(=O)c1c(C)sc(Sc2ccc(Cl)cc2[N+](=O)[O-])c1OC,3%
COCCNC(=O)C(=O)NCCN1CCOCC1,-4%
COc1ccccc1-n1c(SCC(=O)Nc2ccc(C)cc2)nc(O)cc1=O,-18%
COc1ccc(NS(=O)(=O)c2cccc3nonc23)c(OC)c1,8%
O=S(=O)(/N=C/c1c(O)ccc2ccccc12)c1cccs1,12%
NC(=O)c1ccc(NC(=O)c2ccc(CN3CCOCC3)cc2)cc1,5%
Cn1c(=O)c(NCCc2ccccc2)c2c3c(cccc31)C(=O)c1ccccc1-2,6%
CCCC(=O)N1CCc2cc(OC)c(OC)cc2C1c1cc2cc3c(cc2[nH]c1=O)OCO3 (configuration not stated),2%
Cc1cc(C)nc(NS(=O)(=O)c2ccc(NS(=O)(=O)c3ccccc3)cc2)n1,-2%
COc1ccc(CC(=O)NCC2(c3ccc(OC)c(OC)c3)CCOCC2)cc1,18%
O=C(N1CCOCC1)N1CCC(c2nc(-c3ccc(S(=O)(=O)N4CCOCC4)cc3)no2)CC1,-1%
O=C(Nc1ccc(Cl)cc1)[C@@H]1[C@@H]2C(=O)N(c3ccc(Cl)cc3Cl)C(=O)[C@@H]2[C@H]2C=CC=NN21,-10%
O=C(c1ccccc1)N1CCN(C2CCCCC2)CC1,-11%
CS(=O)(=O)Nc1ccc(Br)cc1C(=O)c1ccccc1,4%
CC(=O)Nc1ccc(S(=O)(=O)NCc2ccc(C)cc2)cc1,5%
O=C(NCc1ccccc1)c1cc2nc(C3CC3)cc(C(F)(F)F)n2n1,-11%
CCCCn1c(N)nc2ccccc21,-4%
CCOC(=O)c1c(-c2ccccc2)nnn1-c1nc(OC)nc(N2CCOCC2)n1,-4%
CCOC(=O)c1cnc(SC)nc1Sc1ccccc1Cl,5%
CC(C)NC(=O)c1ccccc1NC(=O)CS(=O)(=O)Cc1ccccc1,-5%
Cc1c(C2Nc3ccccc3C(=O)N2O)cnn1C (configuration not stated),-6%
COCc1[nH][nH]c(=O)c1C=Nc1ccccc1,16%
COc1cccc(NC(=O)C23CCC(C)(C(=O)O2)C3(C)C)c1 (configuration not stated),-8%
CCOc1ccc(-n2nc(C(=O)N3CCN(CC)CC3)c3ccccc3c2=O)cc1,2%
CCOC(=O)c1ccc(N2N=C(C)/C(=C/C=C/c3ccco3)C2=O)cc1,5%
O=C(CSc1nnc(C2CC2)n1Cc1ccccc1)NCc1ccccc1,4%
Cc1ccc(NC(=O)CN2C(=O)S/C(=C/c3ccc(-c4cc(C(=O)O)ccc4C)o3)C2=O)cc1C,-14%
CN(C)c1c([N+](=O)[O-])ncn1C,0%
CC(C)Cc1nnc(NS(C)(=O)=O)s1,-7%
Cc1ccc2c(CN3CCC(C)CC3)cc(=O)oc2c1,-18%
COC(=O)c1ccc(NC(=O)CC2C(=O)N(c3ccc(C)cc3)C(=O)N2CC(C)C)cc1 (configuration not stated),7%
O=c1ccc2cc(S(=O)(=O)N3CCN(c4cc(Cl)ccc4Cl)CC3)ccc2o1,-6%
N#Cc1cc(Oc2ccc(Cl)cc2)c(N2CCOCC2)cc1C#N,-3%
COc1ccc(C(C)=O)cc1CN1C(=O)NC2(CCCCC2C)C1=O (configuration not stated),-4%
CN1CCN(c2nc(C#N)cc(-c3ccccc3)n2)CC1,-18%
CCOc1cccc(OCCOCCn2cnc3ccccc3c2=O)c1,0%
CC(NC(=O)c1ccco1)C(=O)N1CCc2ccccc2C1 (configuration not stated),-5%
Cc1cc(C)nc(NS(=O)(=O)c2ccc(N/C=C3\CCCC3=O)cc2)n1,-4%
CCOC(=O)c1nn(-c2ccc(Cl)cc2)c2nc(CC)c(C#N)c(=O)n12,1%
CCOc1ccc(CC(C(=O)NN)C(=O)NN)cc1CN(C)C,7%
O=S(=O)(c1ccccc1)c1nc(-c2ccccc2)oc1N1CCCCC1,-18%
O=C(N/N=C/c1ccc[nH]1)c1cccnc1,-5%
C[C@@H](C(=O)NCc1ccccn1)[C@@H]1C[C@@]1(C)[C@@H](NC(=O)OCc1ccccc1)c1ccccc1,-13%
O=C(NCCc1c[nH]c2ccccc12)[C@H]1C[C@@H]1[C@H](NP(=O)(c1ccccc1)c1ccccc1)c1ccccc1,4%
COc1ccc(CC(=O)Nc2ccc(-c3noc(-c4ccc(Cl)cc4)n3)cc2)cc1,-4%
O=C(CCCN1C(=O)c2ccccc2C1=O)N1CCCCC1,10%
O=C(O)CC(Cn1[nH]nnc1=S)c1ccccc1 (configuration not stated),-2%
Cn1cc(SCC(=O)O)c2ccccc21,1%
O=C(NCc1cccnc1)c1ccc(NC(=O)c2ccco2)cc1,-9%
C/C(NCc1ccccc1)=C(\C#N)C(=O)NCc1ccccc1,-3%
COc1ccccc1C(c1nnnn1C(C)(C)C)N1CCCc2ccccc21 (configuration not stated),-4%

# Retrieved by compound from the list above:
SMILES,HT1080 viability
COc1ccccc1C(c1nnnn1C(C)(C)C)N1CCCc2ccccc21 (configuration not stated),-4%
O=C(CCCN1C(=O)c2ccccc2C1=O)N1CCCCC1,10%
COc1ccc(CC(=O)Nc2ccc(-c3noc(-c4ccc(Cl)cc4)n3)cc2)cc1,-4%
O=S(=O)(c1ccccc1)c1nc(-c2ccccc2)oc1N1CCCCC1,-18%

# Assay outcomes (PubChem BioAssay)
